# Source: PubChem BioAssay (National Center for Advancing Translational Sciences (NCATS))
# Vif-APOBEC3F blk = qHTS for Inhibitors of Vif-A3F Interactions: qHTS; 0.2% of 390,000 active; AID 602313, 2012; Potency, µM (series often up to 46.1 µM), for inactives: top-dose activity, negative = active; HeLa A3F-eYFP + Vif (tagged APOBEC3F with the HIV-1 protein that degrades it), YFP fluorescence increase; further: potency means the concentration at half of the fitted maximal effect; % of control where 0% means no effect; nearly all actives have a fitted effect of over 65% in size
#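 HeLa cells stably expressing A3F-eYFP plus Vif, plated and incubated overnight at 37 deg C, then exposed to compounds overnight at 37 deg C. Blocked degradation read as raised yellow fluorescence (Ex 488/Em 500-530).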
# Vif-APOBEC3G blk = qHTS for Inhibitors of Vif-A3G Interactions: qHTS; AID 602310, 2012; Potency, µM (top dose mostly 46.1 µM), inactives show at the highest dose activity, negative = active, hits mostly inhibitors; 0.076% of 410,000 active; HeLa A3G-eYFP + Vif (tagged APOBEC3G with the HIV-1 protein that degrades it), YFP fluorescence, overnight; DNA dC->dU-editing enzyme APOBEC-3G (Homo sapiens), Q9HC16;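 further: potency means the concentration at half of the fitted maximal effect; on the % scale 0 is the no-effect control and ±100 the full control effect; nearly all actives have a fitted effect of over 60% in size; hits raise eYFP signal because A3G escapes Vif-driven loss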
#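 HeLa cells stably expressing Vif and C-terminally eYFP-tagged A3G, seeded overnight at 37 deg C, then exposed to compound by pintool overnight at 37 deg C. Rise in yellow fluorescence (Ex 488/Em 500-530, Acumen) marks blocked Vif-driven A3G degradation.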
# D1 agonist = Allosteric Agonists of the Human D1 Dopamine Receptor: qHTS; D(1A) dopamine receptor (Homo sapiens), P21728; HEK293 T-REx D1 cells, calcium flux, agonist mode; activation, % at 2 µM; 1% of 360,000 active; AID 504660, 2011; in the data active means activation above about 30%; further: 0% is about no effect
# Target sequence (P21728 whole entry, looked up): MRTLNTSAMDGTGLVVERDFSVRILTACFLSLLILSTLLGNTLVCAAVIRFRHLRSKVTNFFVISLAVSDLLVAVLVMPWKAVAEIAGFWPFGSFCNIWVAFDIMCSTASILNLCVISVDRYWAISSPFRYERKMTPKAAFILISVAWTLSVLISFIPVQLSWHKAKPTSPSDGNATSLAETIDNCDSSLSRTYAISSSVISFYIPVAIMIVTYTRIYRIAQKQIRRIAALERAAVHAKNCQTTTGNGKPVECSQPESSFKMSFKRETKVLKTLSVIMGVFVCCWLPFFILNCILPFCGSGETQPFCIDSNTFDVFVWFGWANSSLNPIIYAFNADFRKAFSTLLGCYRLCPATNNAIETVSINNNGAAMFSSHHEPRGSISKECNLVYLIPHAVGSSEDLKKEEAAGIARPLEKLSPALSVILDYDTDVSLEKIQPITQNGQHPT
#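 Agonism was scored from calcium flux recorded over 180 s (1 read/s) after pintool compound addition, following a 10-cycle baseline. Cells were inducible force-coupled HEK293 TREx D1, plated overnight at 30 C and loaded with no-wash calcium dye.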
# RXFP1 antagonist = qHTS Assay for Antagonists of the Relaxin Receptor RXFP1 | 0.59% of 350,000 active | HEK293-RXFP1, relaxin-stimulated cAMP HTRF, 30 min; active compounds read low | AID 1259400, 2018 | Relaxin receptor 1 (Homo sapiens), Q9HBX9 | activity change, negative = inhibition, % at 57.5 µM;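 active means activity change of -60% or lower, but not beyond a set lower limit; inconclusive means change between -60% and -40%, or beyond the set limit; inactive means change above -40%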; further: on the % scale 0 is the no-effect control and ±100 the full control effect
# RXFP1 ag = qHTS Assay for Agonists of the Relaxin Receptor RXFP1; Relaxin receptor 1 (Homo sapiens), Q9HBX9; HEK293T-RXFP1 cAMP TR-FRET, 30 min; response scale: percent of porcine relaxin response, buffer zero; Potency, µM (doses to about 57.5 µM), for inactives: at the top dose activation, usual class: activators; 0.3% of 370,000 active; AID 2676, 2010; further: potency means the concentration at half of the fitted maximal effect; on the % scale 0 is the no-effect control and ±100 the full control effect; nearly all actives have a fitted effect of over 60% in size; many of its hits are not listed in these tables
#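 HEK293T cells stably expressing RXFP1 were pretreated with the PDE4 inhibitor Ro 20174, exposed to compounds for 30 min at 37C, lysed, and cAMP was read by TR-FRET. Data normalized to buffer (basal) and 29 nM porcine relaxin (100%).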
# D2 PAM = HTS Assay for Positive Allosteric Modulators of the Human D2 Dopamine Receptor: Primary Screen for Potentiators | D(2) dopamine receptor (Homo sapiens), P14416 | HEK293 T-REx D2, calcium flux, EC20 dopamine potentiation | potentiation, % at 10 µM | 0.34% of 340,000 active;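 active means potentiation over 3 SD above the plate norm, cut at about 30% in these data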; further: 0% is about no effect
# Target sequence (P14416 whole entry, looked up): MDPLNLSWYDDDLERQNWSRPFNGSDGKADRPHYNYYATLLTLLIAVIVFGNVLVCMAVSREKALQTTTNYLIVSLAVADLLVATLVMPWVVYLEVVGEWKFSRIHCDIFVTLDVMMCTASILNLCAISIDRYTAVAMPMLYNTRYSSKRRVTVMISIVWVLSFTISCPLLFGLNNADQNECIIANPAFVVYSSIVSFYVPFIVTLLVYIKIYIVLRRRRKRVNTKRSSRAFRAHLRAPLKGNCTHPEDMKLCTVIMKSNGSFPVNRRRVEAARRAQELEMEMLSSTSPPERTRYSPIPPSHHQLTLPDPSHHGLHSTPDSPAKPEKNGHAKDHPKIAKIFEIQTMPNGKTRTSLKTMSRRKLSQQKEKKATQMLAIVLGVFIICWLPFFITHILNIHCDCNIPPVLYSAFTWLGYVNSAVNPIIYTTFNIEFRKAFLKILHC
#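 Using a no-wash calcium dye in inducible, force-coupled HEK293 Trex cells expressing D2, we tracked fluorescence each second for 180 s after compound, then for 180 s after EC20 dopamine to detect augmented signalling.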
# Glioma ERSR ind = qHTS for Inducers of the Endoplasmic Reticulum Stress Response (ERSR) in Human Glioma: qHTS; U87-MG GRP78 promoter luciferase reporter, 16 h; Potency, µM, for the others: at the highest dose activation, usual class: activators; 0.02% of 420,000 active; further: potency means the concentration at half of the fitted maximal effect; series mostly up to about 76 µM; % of control where 0% means no effect; nearly all actives have a fitted effect of over 35% in size
#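 ERSR induction read as luciferase luminescence (Bright-Glo, 10 min at room temperature) in stably transfected human U87-MG glioma cells exposed to compounds for 16 h, using GRP78 as sensor.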
# D1 PAM = Potentiators of Human D1 Dopamine Receptor: qHTS; HEK293 TREx D1 cells, calcium flux, dopamine EC20 potentiation; 0.036% of 360,000 active; D(1A) dopamine receptor (Homo sapiens), P21728; potentiation, % at 10 µM; in the data active means potentiation above about 30%; further: 0% is about no effect
# D1 antagonist = Antagonist of Human D 1 Dopamine Receptor: qHTS. D(1A) dopamine receptor (Homo sapiens), P21728. activity change, negative = inhibition, % at 10 µM. HEK293 TREx D1 cells, calcium flux, dopamine EC80; active compounds read low. 3.2% of 360,000 active; in the data active means activity change below about -30%; further: on the % scale 0 is the no-effect control and ±100 the full control effect
#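 Compound effects on dopamine-evoked calcium signalling were measured in tetracycline-induced HEK293 Trex D1 cells. Dopamine at EC80 followed a 180 s compound pre-read, and fluorescence was tracked kinetically for 180 s more.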
# * marks the source's active call; other numbers are inactive results; ? = inconclusive; . = not tested or not shown; & = joins results of further samples. Unless noted, the call rests on the fitted dose curve; in most records, active means well fitted curve in the direction sought with a large enough effect; inconclusive means small, poorly fitted or top-dose-only effect, or another doubt; inactive means no such curve, though single readings can be large; an effect the other way counts as inactive or inconclusive. An excerpt; count on the stated rates, not on these rows.
SMILES,Vif-APOBEC3F blk,Vif-APOBEC3G blk,D1 agonist,RXFP1 antagonist,RXFP1 ag,D2 PAM,Glioma ERSR ind,D1 PAM,D1 antagonist
O=C(Nc1ccc(F)cc1)c1cccc(N2C(=O)c3ccccc3C2=O)c1,0%,-2%,2,-7,-0.2%,0,-1%,-4,3
NS(=O)(=O)OCC(Cc1ccccc1)N1C(=O)c2ccccc2C1=O (stereo not drawn),4%,-7%,0,.,0.9%,2,0%,-3,6
COc1cc(C(C)=O)ccc1OCC(=O)Nc1cc(Cl)ccc1-n1cncn1,-4%,0%,1,-6,-0.5%,3,-3%,-7,20
Cc1ccccc1Cn1ccc(NC(=O)c2cc3nc(-c4ccco4)cc(C(F)(F)F)n3n2)n1,5%,0%,2,8,0.1%,1,-7%,-5,-17
Cc1ccc(S(=O)(=O)N(C)CC(=O)N(CC(C)C)C2CCS(=O)(=O)C2)cc1 (stereo not drawn),4%,-3%,0,-1,-0.1%,11,-3%,0,9
CCN(CC)Cc1c(O)ccc2c(=O)c(Oc3ccccc3OC)c(C)oc12,-2%,0%,3,15,22%,-5,-3%,0,10
COc1ccc(NC(=O)CN(C)CC(=O)NCCc2ccc(F)cc2)cc1,2%,-15%,4,-11,-0.2%,7,0%,-3,-1
CC(OC(=O)CC1CCCCC1)C(=O)Nc1ccc(F)cc1 (stereo not drawn),-7%,4%,4,6,-2.2%,1,-4%,1,6
CCc1cccc(NC(=O)Cn2c(=O)oc3cc(S(=O)(=O)N4CCOCC4)ccc32)c1,-4%,2%,1,.,-1.3%,20,-2%,1,-3
CC(C)c1ccc(/C=c2\sc3nc(-c4ccncc4)nn3c2=O)cc1,-5%,-1%,0,21,0.5%,25,5%,3,7

# The closing four entries of the part above are carried over, then new ones follow:
SMILES,Vif-APOBEC3F blk,Vif-APOBEC3G blk,D1 agonist,RXFP1 antagonist,RXFP1 ag,D2 PAM,Glioma ERSR ind,D1 PAM,D1 antagonist
COc1ccc(NC(=O)CN(C)CC(=O)NCCc2ccc(F)cc2)cc1,2%,-15%,4,-11,-0.2%,7,0%,-3,-1
CC(OC(=O)CC1CCCCC1)C(=O)Nc1ccc(F)cc1 (stereo not drawn),-7%,4%,4,6,-2.2%,1,-4%,1,6
CCc1cccc(NC(=O)Cn2c(=O)oc3cc(S(=O)(=O)N4CCOCC4)ccc32)c1,-4%,2%,1,.,-1.3%,20,-2%,1,-3
CC(C)c1ccc(/C=c2\sc3nc(-c4ccncc4)nn3c2=O)cc1,-5%,-1%,0,21,0.5%,25,5%,3,7
Cc1ccc(O)c(C(CC(=O)NCC2(c3ccccc3)CCCC2)c2ccccc2)c1 (stereo not drawn),.,.,6,?,-0.8%,-3,.,-8,-7
C=CCNC(=O)C1CC(=O)N(c2ccc(OCC(=O)Nc3ccc(Cl)c(C(F)(F)F)c3)cc2)C1 (stereo not drawn),3%,1%,3,13,1.1%,.,-1%,3,-5
Cc1ccc(N(C)S(=O)(=O)c2nnc(NC(=O)c3ccco3)s2)cc1,3%&-9%,-4%&3%,2&1,19&1,3.1%&5.5%,-1&0,-3%&3%,-2&-2,-3&4
Cc1cc2nc(C3CCCN(C(=S)Nc4ccccc4)C3)[nH]c2cc1C (stereo not drawn),-5%,-9%,4,12,0.2%,7,-3%,-4,-10
Cc1c(Cl)cccc1N1C(=O)C(N2C(=O)c3cccc([N+](=O)[O-])c3C2=O)C1c1cccs1 (stereo not drawn),-8%,-1%,3,17,-1.5%,-2,-3%,-2,2
Cc1cc(NC(=O)CN2C(=O)NC(C)(c3ccc(Cl)cc3)C2=O)no1 (stereo not drawn),-1%,1%,12,4,-0.4%,17,-4%,-4,-1
Cc1cc(C)nc(NC=C2C(=O)OC(C)(C)OC2=O)n1,-8%,1%,2,-1,1.1%,2,-7%,3,-5
Cn1c2ccccc2c2cnn(CC(=O)Nc3ccccc3C(F)(F)F)c(=O)c21,1%,-4%,0,-1,26%,2,-2%,1,12
CCCCN(CC)CCNC(=O)CN1C(=O)COc2ccc(S(=O)(=O)N3CCOCC3)cc21,3%,-1%,0,.,-1.4%,.,-3%,6,5
COc1cc(NC(=O)CCCN2C(=O)NC(C)(C)C2=O)cc(OC)c1,1%,0%,0,0,0.4%,-1,-4%,-4,12

# The final three entries of the part before lead into the next.
SMILES,Vif-APOBEC3F blk,Vif-APOBEC3G blk,D1 agonist,RXFP1 antagonist,RXFP1 ag,D2 PAM,Glioma ERSR ind,D1 PAM,D1 antagonist
Cn1c2ccccc2c2cnn(CC(=O)Nc3ccccc3C(F)(F)F)c(=O)c21,1%,-4%,0,-1,26%,2,-2%,1,12
CCCCN(CC)CCNC(=O)CN1C(=O)COc2ccc(S(=O)(=O)N3CCOCC3)cc21,3%,-1%,0,.,-1.4%,.,-3%,6,5
COc1cc(NC(=O)CCCN2C(=O)NC(C)(C)C2=O)cc(OC)c1,1%,0%,0,0,0.4%,-1,-4%,-4,12
CC(C)NC(=O)NC(=O)CSc1nnc(COc2ccccc2F)n1C(C)C1CC2CCC1C2 (stereo not drawn),-24%,-22%,5,-3,2.5%,5,-1%,2,25
Cc1ccc2c(c1)oc(=O)n2CC(=O)c1ccccc1,-13%,-3%,2,-3,0.2%,-8,3%,-2,-23
COCCCn1c(C(=O)NCCC2=CCCCC2)cc2c(=O)n3cccc(C)c3nc21,-1%,-1%,1,9,20%,-5,-4%,-2,2
O=C(c1cccc(F)c1)N1CCCC(C(=O)N2CCCCCC2)C1 (stereo not drawn),0%,2%,0,-2,-0.6%,-7,-6%,1,3
Cc1nn(C)cc1C(C(=O)NC1CCCCC1)N(C(=O)Cc1cccs1)c1ccc(Cl)cc1 (stereo not drawn),7%,0%,23,1,-0.5%,8,-6%,-9,-1
CCCS(=O)(=O)N1CCC(C(=O)NCCOC)CC1,4%,0%,-1,.,1.5%,-16,-1%,1,0
COC(=O)C1=C(C)NC(C)=C(C(=O)OC)C1c1ccc(OC(=O)c2ccco2)cc1,1%,0%,2,-8,2.1%,10,1%,0,2
COC(=O)c1nnn(-c2ccc(Cl)c(Cl)c2)c1C(=O)OC,0%,-1%,3,-9,0.2%,2,-3%,0,-3
COc1ccc(OC)c(/C=N/N2CCN(c3ccc(Cl)cc3)CC2)c1,0%,1%,3,8,1.9%,-3,-4%,1,-12
CCOC(=O)C1CCN(C(=O)C2CCN(c3nnc(C)c4c(C)n(-c5ccccc5)nc34)CC2)CC1,6%,0%,3,-20,9.3%,6,-3%,-1,13
CCOC(=O)C1=C(CSc2nc3c(cc2C#N)CCC3)OC(N)=C(C#N)C1c1ccccc1 (stereo not drawn),0%,-8%,7,10,1.4%,7,-3%,-6,19
COc1cc(/C=N/NC(=O)CNC(=O)c2ccc3c(c2)OCCO3)ccc1O,-3%,2%,4,13,-2.4%,-5,-4%,2,2
O=C1/C(=C/c2ccccc2Cl)SC(=S)N1CCCC(=O)N(CCO)c1ccccc1,1%,2%,3,-5,-0.9%,7,-14%,1,-4
CCc1cc(C(=O)N2CCOCC2)c(NC2=NS(=O)(=O)c3ccccc32)s1,1%,-5%,2,0,1.4%,9,-3%,0,-1
CC(=O)c1cc(F)c(N2CCN(C(=O)COc3ccccc3F)CC2)cc1C,0%,2%,10,-10,-0.1%,-1,-3%,-9,-21
CCc1ccccc1NS(=O)(=O)c1ccc2[nH]cc(C(=O)N(CC(C)C)CC(C)C)c(=O)c2c1,2%,-2%,0,2,-0.2%,11,-4%,0,-54*
COc1ccc(OC)c(S(=O)(=O)n2nc(-c3ccccc3)cc2N)c1,-9%,-3%,1,.,-1.3%,0,-1%,0,13
CN1CCC(OC(=O)c2ccc(Br)cc2)CC1,-3%,0%,.,-8,.,.,-2%,.,.
Cc1nc(CCNC(=O)CC2C(=O)NCCN2CC(C)(C)C)nc2c1CCC2 (stereo not drawn),4%,-5%,.,-7,.,.,-3%,.,.
COc1ccc(N2CCN(C(=O)C3COc4ccccc4O3)CC2)cc1 (stereo not drawn),7%,3%,0,-22,1.8%,-1,1%,-1,0
CCOc1ccc(NC(=O)CN(C)C(=O)c2cc(S(=O)(=O)N3CCCCCC3)ccc2OC)cc1OCC,-3%,2%,0,0,0.0%,-4,-4%,-5,-6
COCCNC(C(=O)Nc1cc(Cl)cc(Cl)c1)c1ccccc1 (stereo not drawn),-5%,-4%,4,-1,-0.6%,-6,-8%,-1,1
COC(=O)CN1C(=O)[C@H]2[C@@H](C3CC3)N3C(=O)CN(CCO)C(=O)[C@@]3(Cc3ccccc3)[C@H]2C1=O,-5%,0%,5,.,-0.3%,-13,-1%,2,5
CCc1cccc(C)c1NC(=O)CSc1n[nH]c(-c2ccccc2)n1,6%,3%,1,-5,7.0%,9,-3%,1,9
C/C(=C\c1ccccc1)C(=O)NCc1ccco1,-5%,-1%,2,-4,-0.5%,-10,0%,-3,10
CC(C)(C)NC(=O)COc1ccc(CNc2ncn[nH]2)cc1,-2%,1%,3,0,-1.0%,9,-1%,-2,-5
COc1cc(/C=C/C(=O)c2ccc(C)c([N+](=O)[O-])c2)cc(OC)c1O,-18%,-12%,0,-13,6.3%,7,1%,3,6
